Compound activity (PubChem BioAssay)
IDE act – activators of human insulin-degrading enzyme in cells; P14735; HEK cells, FAbeta-B cleavage, fluorescence polarization; 0% vehicle, 100% cell-free pure enzyme wells; activation, % at 5.96 µM; 340,000 compounds, 0.073% hits;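 active = activation above the mean of all tested compounds plus 3 SD, set per screening campaign, cut at about 17% in these data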
Target sequence (P14735 whole entry, looked up): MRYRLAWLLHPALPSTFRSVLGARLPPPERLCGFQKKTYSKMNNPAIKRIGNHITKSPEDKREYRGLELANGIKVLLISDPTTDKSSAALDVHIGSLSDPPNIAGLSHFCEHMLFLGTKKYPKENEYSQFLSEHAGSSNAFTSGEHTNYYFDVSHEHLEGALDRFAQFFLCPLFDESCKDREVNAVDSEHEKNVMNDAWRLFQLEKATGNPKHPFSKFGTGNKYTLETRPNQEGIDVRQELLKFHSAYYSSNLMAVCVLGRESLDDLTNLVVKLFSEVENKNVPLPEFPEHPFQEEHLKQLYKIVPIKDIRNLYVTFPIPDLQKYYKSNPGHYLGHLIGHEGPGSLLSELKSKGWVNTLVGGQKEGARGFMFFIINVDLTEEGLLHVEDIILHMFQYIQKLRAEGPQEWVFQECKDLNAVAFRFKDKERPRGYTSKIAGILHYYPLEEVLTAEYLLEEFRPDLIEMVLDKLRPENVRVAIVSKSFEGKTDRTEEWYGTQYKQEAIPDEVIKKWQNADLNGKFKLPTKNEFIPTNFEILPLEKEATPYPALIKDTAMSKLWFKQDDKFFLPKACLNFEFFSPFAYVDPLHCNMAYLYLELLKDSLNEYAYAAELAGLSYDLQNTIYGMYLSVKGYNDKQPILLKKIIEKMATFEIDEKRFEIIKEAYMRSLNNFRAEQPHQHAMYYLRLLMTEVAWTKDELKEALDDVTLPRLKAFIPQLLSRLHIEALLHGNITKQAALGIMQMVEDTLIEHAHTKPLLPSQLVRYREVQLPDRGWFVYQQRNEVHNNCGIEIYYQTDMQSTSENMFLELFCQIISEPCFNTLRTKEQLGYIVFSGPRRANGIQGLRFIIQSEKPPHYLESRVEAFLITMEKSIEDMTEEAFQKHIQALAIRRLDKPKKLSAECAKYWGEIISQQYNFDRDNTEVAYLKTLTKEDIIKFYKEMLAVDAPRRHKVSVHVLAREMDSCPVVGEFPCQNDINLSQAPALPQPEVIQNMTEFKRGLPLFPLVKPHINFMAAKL
PHOSPHO1 block – PHOSPHO1 (human) inhibition | recombinant PHOSPHO1, absorbance phosphatase assay | Q8TCT1 | inhibition, % at 13.3 µM | AID 1565 | 290,000 compounds, 1.1% hits; in the data active = inhibition above about 60%
p-CIP stab down – compounds decreasing mouse p/CIP protein stability; Q05BA5; F442A p/CIP-EGFP cells, EGFP fluorescence, 16 h; decrease of EGFP signal, % at 10 µM; 290,000 compounds, 0.01% hits; AID 1984;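 active = EGFP signal decrease of at least 30% at 10 µM or well 3 SD below plate mean, unless failing retest; inactive = the rest, including hits failing retest or dose response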; also: some compounds called inactive have numbers as strong as hits; many of its hits are not listed in these tables
IDE cell inh – cellular human IDE inhibition; P14735; 320,000 compounds, 0.41% hits; inhibition, % at 5.59 µM; AID 434962; HEK cells, FAbetaB cleavage, fluorescence polarization;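 active = percent inhibition above the average of all tested compounds plus 3 SD, set per screening campaign, cut at about 16% in these data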;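 also: IDE supplied by intact live HEK cells; FP after avidin binding of uncleaved biotin substrate so inhibition keeps polarization high; 0% = DMSO wells and 100% = 60 µM reference IDE inhibitor Ii1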
IMP-1 inhibitor – inhibitors of Pseudomonas aeruginosa IMP-1 metallo-beta-lactamase. purified IMP-1, nitrocefin hydrolysis, epi-absorbance fluorescence. inhibition, % at 5.6 µM. 290,000 compounds, 0.45% hits. AID 1556;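 active = inhibition above the mean plus 3 SD of all compounds in the same screening run, cut at about 4.5% in these data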;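 also: 0% = IMP-1 with DMSO and 100% = DMSO wells lacking enzyme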
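Assay system: purified recombinant IMP-1 beta-lactamase. Input: IMP-1 0.2 nM before substrate addition. Buffer or medium: Zinc- and detergent-supplemented HEPES buffer, pH 7.1. Schedule: 25 °C, 15 min preincubation, 25 min reaction. Signal: Epi-absorbance fluorescence, 480 nm excitation, 530 nm emission. Evaluation: percent inhibition from optical density relative to buffer-blank wells.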
NALP1 inh – inhibitors of NALP1 inflammasome in yeast. S. cerevisiae NALP1/ASC/caspase-1 growth, X-gal OD620, 72 h. inhibition, % at 10 µM. 280,000 compounds, 0.61% hits; in the data active = inhibition mostly above about 24%, no sharp cut-off; inactive = mostly below about 32%; also: some compounds called inactive have numbers as strong as hits
GPR7 antag – human neuropeptides B/W receptor 1 antagonism. 290,000 compounds, 1.1% hits. GPR7-expressing cells, fluorescence antagonist assay. AID 1861. inhibition, % at 4.4 µM; in the data active = inhibition above about 16%, passing the limit was not always enough;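 also: cells stimulated with the agonist NPW; 0% = agonist with vehicle and 100% = vehicle without agonist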
M18AAP inhibitor – PfM18AAP enzyme inhibition. recombinant PfM18AAP, H-Glu-NHMec fluorogenic cleavage. inhibition, % at 7.35 µM. 290,000 compounds, 1.2% hits. AID 1822;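 active = inhibition above the campaign mean inhibition over all tested compounds plus 3 SD, cut at about 28% in these data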;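 also: 0% = plate median of test compound wells and 100% = 2 mM ZnCl2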
VIM-2 inh – blocks Pseudomonas aeruginosa VIM-2 metallo-beta-lactamase | purified VIM-2, nitrocefin hydrolysis, epi-absorbance fluorescence | inhibition, % at 5.6 µM | 290,000 compounds, 0.89% hits;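 active = inhibition above the mean of all tested compounds plus 3 SD, cutoff set per screening run, cut at about 7.5% in these data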;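 also: red hydrolysis product quenches plate fluorescence so inhibitors raise well fluorescence; 0% = enzyme with DMSO and 100% = DMSO without enzyme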
Numbers without * were called inactive; . = no result given.

SMILES	IDE act	PHOSPHO1 block	p-CIP stab down	IDE cell inh	IMP-1 inhibitor	NALP1 inh	GPR7 antag	M18AAP inhibitor	VIM-2 inh
O=C(N/N=C/C(Br)=C/c1ccccc1)C(O)c1ccccc1 (centres undefined)	2	29	-9	2	-2.8	-11	-1	13	-1.1
Cc1cc(/C=N/NC(=O)c2nn(C)cc2Cl)c(C)n1-c1cccc(Br)c1	4	22	-9	11	-1.7	32	9	-1	-2.6
Nc1nonc1-n1nnc(C(=O)c2ccccc2)c1-c1ccccc1	4	-7	2	4	-0.7	3	-7	-1	-2.2
O=C(NCCc1ccc(C(F)(F)F)cc1)c1ccc(Cl)nc1	2	29	1	1	-2.9	35	-19	-1	-2.9
CC1(C)NC(C)(C)c2nonc2/C1=N\O	1	-2	-8	1	-1.1	-7	1	3	-3.1
COc1ccc(CN2CCC(Cc3ccccc3)CC2)c(C)c1C	1	19	-7	.	-1.1	37	-13	3	-1.3
CC(C)NC(=O)C1CCCN(S(=O)(=O)c2ccc(-n3cnnn3)cc2)C1 (centres undefined)	7	7	-18	0	-4.3	0	-16	1	-2.6
CC(=O)Nc1ncc(N=Nc2cccc(C(F)(F)F)c2)s1	2	-3	-11	5	-4.9	-3	-8	4	-6.2
COc1ccc(NC(=O)c2ccc(C)cc2)c(OC)c1	2	-4	4	3	-2.3	45	-9	-8	-0.9
Cc1c(C(=S)Nc2ccccc2)cnn1-c1ccccc1	-1	7	-4	2	-1.4	18	-5	2	-1.5
COc1ccc(C2(C(=O)NCc3ccccc3Cl)CCOCC2)cc1OC	6	4	-12	4	-2.3	-6	2	-3	-4.2
[N-]=[N+]=NCCN1CCN(Cc2ccccc2)CCC1=O	1	-30	-16	5	-1.0	15	-6	13	1.8

Limited to IMP-1 inhibitor, VIM-2 inh and IDE act (3 entries from above):
SMILES	IMP-1 inhibitor	VIM-2 inh	IDE act
COc1ccc(NC(=O)c2ccc(C)cc2)c(OC)c1	-2.3	-0.9	2
Cc1c(C(=S)Nc2ccccc2)cnn1-c1ccccc1	-1.4	-1.5	-1
COc1ccc(C2(C(=O)NCc3ccccc3Cl)CCOCC2)cc1OC	-2.3	-4.2	6

(cont.)
SMILES	IDE act	PHOSPHO1 block	p-CIP stab down	IDE cell inh	IMP-1 inhibitor	NALP1 inh	GPR7 antag	M18AAP inhibitor	VIM-2 inh
CSC1=C(C#N)C(c2ccccc2Cl)C(C(C)=O)=C(C)N1 (centres undefined)	-1	-6	-10	5	-2.2	-14	7	-2	-2.6
COc1ccc(CNC(=O)CSc2nnc(Cn3nnc4ccccc43)n2C)cc1	-3	3	0	1	-2.9	4	-10	0	-1.9
O=C(Nc1ccc2c(c1)OCCO2)c1cc2ccccc2o1	5	4	11	1	-2.0	18	-9	-4	0.6
O=C1NN(c2ccccc2)C(=O)/C1=C/c1cccs1	.	-15	-10	4	-1.9	16	-8	1	-0.1
CCN(CC)S(=O)(=O)c1ccc(NC(=O)c2cnc(C)cn2)cc1	5	3	-4	5	-2.2	3	-18	4	-1.9
Cc1ccccc1-n1c(Cn2c(=O)sc3ccccc32)nnc1SCC(=O)NCC1CCCO1 (centres undefined)	4	38	-7	1	-3.1	12	-7	1	-1.8
CC(C)N(Cc1nc(-c2ccccc2)no1)C(=O)Cc1ccccc1	9	2	-12	0	-2.9	-4	0	-6	-2.8
CC(=O)c1cccc(N2C(=NC(=O)C3CCCCC3)SC3CS(=O)(=O)CC32)c1 (centres undefined)	3	12	5	9	-3.9	-2	-10	0	-4.0
CN(c1ccc(OCC(=O)OCC(=O)Nc2ccc(F)cc2)cc1)S(=O)(=O)c1ccc(Cl)cc1	1	4	-2	1	-3.4	28	-6	0	-3.7
CCCCSCCCNC(=O)CS(=O)Cc1nc(-c2cccc(C)c2)oc1C (centres undefined)	-3	4	-15	0	-3.9	12	-12	3	-5.3
CCCCc1ccc(S(=O)(=O)NNC(=S)NCc2ccco2)cc1	-4	23	-4	9	-4.9	26	-6	1	-3.8
O=C(Nc1ccc(F)cc1)C(c1ccccc1)N1CCN(S(=O)(=O)c2ccccc2)CC1 (centres undefined)	-2	-9	3	3	-4.7	27	4	4	-3.5
COC(=O)C(NC=O)C(O)(Cc1ccccc1)C(F)(F)F (centres undefined)	4	7	5	11	-3.5	2	-8	-2	-2.4
COC(=O)C1(C)NC(c2ccco2)C2C(=O)N(c3ccc(C)cc3)C(=O)C21 (centres undefined)	5	-1	3	6	-3.1	2	-8	2	-5.3
C/C(=N\N=C(/N)SC1CC(=O)N(c2ccccc2)C1=O)c1cccs1 (centres undefined)	3	19	-5	-7	-2.2	22	-9	-1	-0.9
Nc1ccn(C2CC(O)C(CO)O2)c(=O)n1 (centres undefined)	6	25	3	-3	-5.4	0	-7	1	-4.0
COC(=O)c1ccc(OC(=O)C2CC(=O)N(c3cccc(C)c3)C2)cc1 (centres undefined)	5	17	5	2	-3.2	29	-7	3	-2.6
CC1CCN(C(=O)C2CCN(S(=O)(=O)c3cnc[nH]3)CC2)CC1	6	0	-7	2	-2.8	-5	-8	1	-3.0
CCc1ccc(C2c3[nH]c4ccccc4c3CCN2C(=O)c2ccc(=O)n(C)n2)cc1 (centres undefined)	0	48	5	5	0.3	-13	14	-8	0.9
NC(CCCCCP(=O)(c1ccccc1)c1ccccc1)C(=O)O (centres undefined)	.	-6	-1	-2	28*	12	-3	-2	4.2
O=C(Nc1ccc(N2CCCCC2)cc1)c1ccc2c(c1)OCCO2	0	52	7	1	-3.7	-3	-6	7	-2.1
Cc1sc2nc(SCC(=O)NCCO)n(C)c(=O)c2c1C	-3	5	-7	-4	-4.2	1	-12	1	-1.5
O=C(Nc1ccccc1C(=O)O)c1cc(S(=O)(=O)N2CCOCC2)cs1	-12	20	-2	10	-3.1	28	-7	6	-1.9
O=C(N/N=C/c1cc(Br)ccc1OC(=O)c1ccc(Br)cc1)c1ccncc1	-2	28	-8	-7	-1.9	-15	2	-2	-1.6
Cc1c(C(=O)Nc2ccccc2)cn2c(nc3ccccc32)c1C#N	3	-5	-6	5	0.5	20	-1	-6	4.3
Cc1cc(C)nc(Nc2ccc(N3CCOCC3)cc2)n1	0	-1	2	-3	-2.7	-7	-3	-4	-3.0
Cc1ccc(C(=O)NC2CCN(CC(=O)Nc3cccc([N+](=O)[O-])c3)CC2)cc1	-2	32	-2	3	-3.8	-10	-8	-3	-0.1
COc1ccc(N(CC(=O)N/N=C(\C)CCc2ccccc2)S(=O)(=O)c2ccc(C)cc2)cc1	4	27	-10	-6	1.1	.	8	5	0.9
NC(=O)CN1C(=O)C(=O)N(Cc2ccccc2)C1=O	6	24	-8	4	-3.6	11	0	-1	-0.4
CN1C(=O)c2ccc(C(=O)NCc3ccccn3)cc2C1=O	2	33	-5	0	-1.9	14	2	-14	-1.1
CC1CCCN(CCC(=O)Nc2ccc3c(c2)CCC3)C1 (centres undefined)	0	-6	24	-3	-1.8	-11	-6	-1	-2.3
CCOc1ccccc1NC(=O)CCN(c1ccc(C)cc1)S(=O)(=O)c1ccccc1	-4	-27	-1	13	-0.2	6	13	6	0.9
O=C(Nc1cccc(NC(=O)c2ccc(Cl)cc2)n1)c1ccc(Cl)cc1	6	14	-18	-2	1.5	17	3	-5	-1.4
CCCCc1nc2cc(C(=O)N(C)C(C)c3ccccn3)ccc2o1 (centres undefined)	5	3	-6	.	-1.6	10	-13	-1	-0.6
COc1ccc(C2CC(O)(c3ccccc3)Oc3cc(OC)ccc32)cc1 (centres undefined)	1	34	-6	0	.	.	.	.	.
COc1ccc(C(=O)C2CCCN(C(=O)c3cccc(Cl)c3F)C2)cc1OC (centres undefined)	9	44	6	0	-2.0	1	-6	-4	0.5
COC(=O)Cn1c(=O)c(C(=O)CCl)c(N)n(Cc2ccccc2)c1=O	-2	19	4	-7	-3.3	.	-12	-1	-2.8
CCOP(=O)(OCC)C(NC(=O)c1ccc(OC)c(OC)c1)c1ccccc1 (centres undefined)	1	-27	-10	2	-1.8	7	-6	-9	0.8
CCOC(=O)c1cc(-c2ccc(OC(F)F)cc2)nc2c1c(=O)[nH]c(=O)n2C	-1	-6	-16	6	0.0	0	4	-10	-0.7
Cc1ccc2c(COC(=O)c3ccccc3Cl)cc(=O)oc2c1	7	2	19	3	-4.2	-8	15	-1	-2.0
Cc1ccc(C(=O)Nc2ccncc2)cc1[N+](=O)[O-]	2	34	1	2	-2.1	6	-5	-1	-0.3
Cc1nnc(SCCn2c(N(C)Cc3ccccc3)nc3c2c(=O)n(C)c(=O)n3C)s1	10	.	.	0	-3.2	.	-11	-7	-0.8
COc1ccc(OC)c(N/C=C2/CCCCC2=O)c1	4	-2	4	-2	-3.8	-7	-13	7	1.1
Cc1ccc(S(=O)(=O)N2CCN(C(=O)N(C)C)CC2)cc1C	-3	-6	3	1	-3.2	-4	-11	-7	0.2
O=C(Nc1ccccc1)C1=C(O)CC(c2ccco2)CC1=Nc1ccccc1 (centres undefined)	2	28	-1	2	-2.5	13	-2	1	-4.0
Cc1oc2c(CN3CCCCC3)c(O)ccc2c(=O)c1-c1ccc(Cl)cc1	2	52	-6	2	-3.3	12	-1	4	-0.5
CN(c1ncnc(N)c1[N+](=O)[O-])C1CCCCC1	4	17	4	2	-1.0	16	-13	2	-0.7
CSc1ncccc1C(=O)OCC(=O)NC(C)(C)C	3	1	3	3	-2.2	-5	-2	-14	0.7
O=C(NNC(=O)c1ccccc1F)c1ccc2[nH]c(=O)c(=O)[nH]c2c1	-1	13	-6	-5	-0.1	15	-1	-3	-1.1
C[C@]12C=CC(=O)C=C1CC[C@H]1[C@@H]3C[C@@H](O)[C@](O)(C(=O)CO)[C@@]3(C)C[C@H](O)[C@@]12F	-4	-1	10	-3	-0.2	6	6	0	-0.8
Cc1ccc(NC(=O)CSc2nnc(NC(=O)C(C)C)s2)c(C)c1	6	-13	-4	-3	-1.6	3	-10	5	-2.7
O=C(COc1ccccc1Cl)N(Cc1ccco1)C1CCS(=O)(=O)C1 (centres undefined)	8	10	-4	-3	-2.0	8	-3	-23	-1.1
COc1nc(-c2cccc([N+](=O)[O-])c2)nc2ccccc12	.	37	-4	-11	-3.3	-22	-6	1	-3.6
Cc1cccc(C(=O)NC2CCN(CC(=O)Nc3ccccc3Cl)CC2)c1	4	.	-8	0	-0.5	4	-8	-3	1.9
Cc1ccc(C(=O)N2CCCC(CCC(=O)N3CCN(c4ccccn4)CC3)C2)cc1C (centres undefined)	-3	17	-7	11	-1.1	-22	-20	-5	0.9
Cc1cc(C)cc(N2CC(C(=O)O)CC2=O)c1 (centres undefined)	-2	-2	-18	-1	-1.8	7	-11	1	-2.6
Cc1ccc(C)c(Cn2c(CO)nc3ccccc32)c1	6	10	-4	-9	-2.9	-7	-25	1	-2.2
Cc1ncc(CO)c2cc(C(N)=O)c(=Nc3ccccc3)oc12	1	14	2	1	-3.2	8	6	-1	-1.7
COCC1CCCCN1C(=O)c1ccc(OC2CCN(Cc3ccccn3)CC2)cc1 (centres undefined)	0	41	2	3	-1.5	12	-11	0	-1.7
O=C1CCCC(=O)N1c1ccc(O)cc1	5	-12	-16	-2	-3.8	6	-1	-1	-3.9
